EP2 mod = modulates human prostaglandin E2 receptor EP2 signaling | P43116 | EP2-expressing cells, cAMP HTRF FRET, PGE2 co-stimulation | induction, % at 25 µM | 260,000 compounds, 0.83% hits | AID 940;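 active = compounds whose cAMP rise, as percent of the full-agonist control response, exceeds 60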;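 also: rat C6 glioma line stably carrying human EP2 under a CMV promoter; the protocol text gives 20 µM as final concentration; 100% = response of wells given 1 µM PGE2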
Target sequence (P43116 whole entry, looked up): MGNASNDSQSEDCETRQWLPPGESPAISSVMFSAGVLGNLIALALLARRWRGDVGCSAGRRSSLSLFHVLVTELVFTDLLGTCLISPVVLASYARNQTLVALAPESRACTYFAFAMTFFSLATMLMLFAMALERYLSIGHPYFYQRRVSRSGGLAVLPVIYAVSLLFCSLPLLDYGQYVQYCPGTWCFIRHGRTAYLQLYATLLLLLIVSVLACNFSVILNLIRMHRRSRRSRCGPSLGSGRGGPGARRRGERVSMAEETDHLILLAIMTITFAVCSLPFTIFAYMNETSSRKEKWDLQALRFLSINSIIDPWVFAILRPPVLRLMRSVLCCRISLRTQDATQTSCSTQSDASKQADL
Active calls of the source: *. A portion of the library. The share of hits here may be higher or lower than overall.

SMILES | EP2 mod
O=C(NC1CCCCC1)C(c1ccccc1F)N(Cc1ccco1)C(=O)c1ccccn1 (stereo not drawn) | -8.2
Cc1ccc(S(=O)(=O)NC(=O)Nc2ncn[nH]2)cc1 | 20.1
O=c1[nH]c(=S)c2[nH]c(=O)n(-c3ccccc3)c2[nH]1 | 3.5
O=C(NC1CC1)[C@@H]1C=CCN1S(=O)(=O)c1ccccc1Cl | -33.2
O=C(c1cc(S(=O)(=O)N2CCCCC2)ccc1Cl)N1CCCCCC1 | -48.6
COC1CCC(C(=O)N2CCC(Cn3nc(-c4ccccc4)ccc3=O)CC2)CC1 (stereo not drawn) | -15.1
CCC1CCCCN1C(=S)Nc1ccccc1 (stereo not drawn) | -3.3
COc1ccc2[nH]c(CN3CCC(O)(c4ccccc4OC)CC3)c(C)c2c1 | -58.7
CCOc1cc(C2/C(=C(/O)c3ccc(OC)cc3C)C(=O)C(=O)N2Cc2cccnc2)ccc1O (stereo not drawn) | 20.1
CCCc1ncc(CN2CCC(O)(c3ccccc3C)CC2)cn1 | -4.0
C=CCNC(=O)c1c(NC(C)=O)sc2c1CCCC2 | 5.6
CC(C)(C)NS(=O)(=O)c1ccc(CCC(=O)N2CCc3ccccc3C2)cc1 | -4.3
O=C(Nc1cccc(Cl)c1)C1=CC(=O)N2CCN=C2S1 | -67.4
Cc1c(Cl)cccc1NC(=O)C1CCCO1 (stereo not drawn) | -9.3
COc1ccc(NC(=O)COC(=O)C2CC(=O)N(c3ccc(C)cc3)C2)cc1 (stereo not drawn) | -32.8
Nc1ccc(S(=O)(=O)NCc2nccs2)cc1 | 27.9
CC1(C)CC(O)CC(C)(CN=Cc2c(O)n(-c3ccc(Br)cc3)c(=O)[nH]c2=O)C1 (stereo not drawn) | -29.3
CCOc1ccc(NC(=O)CSc2nnc(-c3ccccc3C)o2)cc1 | 16.4
O=C(NCc1nc2ccccc2[nH]1)C12CC3CC(CC(C3)C1)C2 | -79.7
Cc1nc2cc(F)ccc2n1C1CCN(C(=O)C23CC4CC(CC(C4)C2)C3)CC1 | -44.9
COc1ccc(S(=O)(=O)N(Cc2cc3cc4c(cc3n3nnnc23)OCO4)C2CCCCC2)cc1 | -21.2
CN(C(=O)Cn1nc(-c2ccncc2)oc1=O)C1CCCCC1 | -46.0
O=C(O)c1ccc([N+]2=Cn3c(nc4ccccc43)C2)cc1 | 13.3
CCn1nc(C)c(N)c1C | -14.8
CC1CCCN(C(c2cc3cc4c(cc3[nH]c2=O)OCO4)c2nnnn2CC2CCCO2)C1 (stereo not drawn) | -21.7
Cc1ccc(OCc2nnc(SCC(=O)Nc3ccccc3Br)n2C)cc1 | 9.1
CCN1C=CC(=C(C=C2C=CC(=O)C=C2)CS(=O)(=O)O)C=C1 | -3.5
CC(=O)Nc1nnc(-c2ccccc2Cl)s1 | -61.5
O=c1oc2ccccc2n1CCOc1ccc2ccccc2c1 | -9.5
COc1cccc(NC(=O)C2CCN(C(=O)c3ccccc3C)CC2)c1 | -23.1
O=C(COc1ccc(S(=O)(=O)N2CCCC2)cc1)NCc1ccc2c(c1)OCO2 | 0.9
Oc1c([C@H](Nc2ccccn2)c2ccccc2)ccc2cccnc12 | -7.9
CCCOc1ccc(-c2csc(NC(C)=O)n2)cc1 | 17.3
CS(=O)(=O)N1CCc2cc(-c3csc(NC(=O)CCc4ccccc4)n3)ccc21 | -68.5
Cc1nn(-c2ccc(Br)cc2)c2c1C(c1ccc(Cl)cc1)C(C#N)=C(N)O2 (stereo not drawn) | -8.2
O=C(c1cccc(-n2cnnn2)c1)N1CCC2(CC1)Nc1ccccc1-n1cccc12 | -40.9
CC(CCC(=O)O)[C@H]1CCC2C3CC[C@@H]4C[C@H](O)CC[C@]4(C)C3CC[C@@]21C (stereo partly drawn) | 22.3
COc1ccc2nc3sc(C(=O)N4c5ccccc5CC4C)c(N)c3cc2c1 (stereo not drawn) | -12.9
CCN1CCCC1CNC(=O)C(=O)Nc1ccc(C)cc1 (stereo not drawn) | 17.2
O=C(CSc1ncc(-c2ccc(F)cc2)[nH]1)Nc1ccc2c(c1)OCO2 | -64.5
COc1ccc(OC)c(CC(=O)N2CCc3c(nc(C)[nH]c3=O)C2)c1 | 10.2
COc1ccc(-c2cc(-c3ccc(Br)cc3)nc(N)c2C#N)cc1OC | -28.1
CCOC(=O)C1C2C=CC3(CN(c4cccc(C)c4)C(=O)C13)O2 (stereo not drawn) | 7.1
CNC(=S)N(Cc1cc2cc(C)c(C)cc2[nH]c1=O)C1CCCCC1 | -72.3
C(CCc1nnc2c(n1)CCCC2)Cc1nnc2c(n1)CCCC2 | 10.4
CCN(CC)S(=O)(=O)c1ccc(-c2nnc(SCC(=O)N3CCCC3)o2)cc1 | 0.5
CCOC(=O)c1cc(NC(=O)COC(=O)c2ccccn2)ccc1Cl | -32.9
CCc1nn(CC(=O)NC2CCCCC2C)c(=O)c2cc3ccsc3n12 (stereo not drawn) | -10.2
CCOc1ccc(NC(=S)N(CCCO)Cc2cc3ccc(C)c(C)c3[nH]c2=O)cc1 | -26.6
Cn1c(=O)c2c(nc(NCCN3CCOCC3)n2C)n(C)c1=O | -17.8
COc1cc(OC)cc(-n2nnnc2SCC(=O)Nc2cccc(C)c2C)c1 | -14.8
COc1ccc2oc(=O)c(C(=O)NC3CCCC3)cc2c1 | -36.4
O=C(Nc1ccc2c(c1)OCO2)C1CC(c2ccc(Cl)c(Cl)c2)=NO1 (stereo not drawn) | -10.0
O=C(CSc1nnc(-c2ccncc2)n1-c1ccc(Cl)cc1)Nc1cccc(O)c1 | -34.0
COc1ccc2[nH]c(=O)c(CN(Cc3cccs3)C(=O)Nc3ccc(F)cc3)cc2c1 | -25.5
O=C(CSc1nccc(=O)[nH]1)Nc1ccccc1Br | -4.9
Cn1c(SCC(=O)NC2CCCCC2)nnc1-c1cc2ccccc2cc1O | -17.4
COc1cc(NC(=O)c2cc(-c3ccc(C)cc3)on2)c(OC)cc1Cl | -5.9
CCCC(c1nnnn1CC1CCCO1)N(Cc1cccs1)Cc1cc2cc(C)ccc2[nH]c1=O (stereo not drawn) | 44.4
NC(=O)c1c(NC(=O)CCCN2C(=O)/C(=C/c3cccs3)SC2=S)sc2c1CCCC2 | -53.5
Carrying on:
SMILES | EP2 mod
CC(=O)O[C@@H]1CC2C(C)(C)C(=O)[C@@H]3O[C@@H]3[C@]2(C)C2CC[C@]3(C)C(=CC(=O)O[C@H]3c3ccoc3)[C@@]21C (stereo partly drawn) | 9.2
O=C(Nc1cccc(Cl)c1Cl)C1CCCO1 (stereo not drawn) | -18.7
O=c1[nH]c2cc3c(cc2cc1CN(CCO)C(=S)Nc1cccc(Cl)c1)OCO3 | -60.7
COc1ccc(-c2cc(C(=O)OCC(C)=O)c3cc(Br)ccc3n2)cc1 | 54.2
OC(CN1CCC(O)(c2ccccc2F)CC1)c1ccccc1 (stereo not drawn) | -47.2
COc1ccccc1OCc1nnc(SCC(=O)Nc2cccc(Cl)c2C)n1C | 2.3
COc1ccc2cc(C(=O)N3CCC(c4ccnc5nc(C(F)(F)F)nn45)CC3)[nH]c2c1 | -6.1
Cc1ccc(S(=O)(=O)N2CCCCC2)c2nsnc12 | -7.5
O=S(=O)(NC1CCCC1)c1ccc(S(=O)(=O)N(Cc2cccs2)Cc2cccs2)cc1 | 22.7
CN(C)c1ccc(NC(=O)Cn2nc(-c3cccs3)cc(N)c2=O)cc1 | -26.2
O=C(C1=C(O)C(=O)N(CC2CCCO2)C1c1ccccc1F)c1ccco1 (stereo not drawn) | 55.5
CN(C)C(=O)C1CCN(Cc2c[nH]c3ccccc23)CC1 | 0.6
O=C1NC2(CCN(C(=O)C3(c4ccc(Cl)cc4)CC3)CC2)Oc2ccccc21 | 10.8
C=CCn1c(SCC(=O)Nc2cc(C)ccc2C)nc2sc(C)c(C)c2c1=O | -23.3
CC(C)(C)c1cc(C(F)(F)F)c(C#N)c(SCC(N)=O)n1 | -3.3
CCc1nc(SCC(=O)NCc2ccc(OC)cc2)c2c(C)c(C)sc2n1 | 0.7
CC[C@@H](C(=O)C(C)[C@@H](O)[C@H](C)CCc1ccc(C)c(O)c1C(=O)O)C1OC(CC)(C2CC[C@](O)(CC)[C@H](C)O2)C[C@@H]1C (stereo partly drawn) | 7.2
O=C(CNC(=O)c1cccs1)NCC(=O)OCc1ccccc1 | 22.6
COc1ccc2cc(CN(CCCO)C(=O)Nc3ccccc3Cl)c(=O)[nH]c2c1 | -30.7
CCOc1cccc(C2C3=C(CCCC3=O)NC3=C2C(=O)CCC3)c1 | -10.6
Cc1cc2ccccc2n2c(SCC(=O)NNC(=O)c3ccc(Cl)cc3)nnc12 | -41.1
COCCNC(=O)c1cc2c(=O)n3ccccc3nc2n(Cc2ccc(C)cc2)c1=N | 4.2
COc1cccc(-n2cnc3sc(-c4ccccc4)cc3c2=O)c1 | -35.8
COc1ccc(C2(C)NN=C3Sc4ccccc4N32)cc1 (stereo not drawn) | -81.9
Cc1ccc2c(c1)C(O)CC1(CCN(CC(O)c3ccc(Cl)c(Cl)c3)CC1)O2 (stereo not drawn) | -78.8
Cc1ccc2c(C(O)CN3CCC4(CC3)CC(O)c3ccccc3O4)c(C)[nH]c2c1 (stereo not drawn) | -116.2
CCCc1nn(CC(=O)O)c(=O)c2cc3ccsc3n12 | -1.2
COc1ccccc1C1(NC(=O)c2cnn3cccnc23)CCCC1 | -14.7
COc1ccc2[nH]c(CN3CCc4c(nc(N5CCCC5)[nH]c4=O)C3)c(C)c2c1 | -5.3
Cc1ccc(OCC(=O)Nc2sc3c(c2C(N)=O)CCC3)cc1 | -7.4
CCCNC(=O)CN1N=C(c2ccc(OC)cc2)Cn2c(cc3sccc32)C1=O | 1.8
CC(C)(CCC(C)(C)c1ccccc1)c1ccccc1 | 23.4
CC1Cc2ccccc2N1C(=O)CN1C(=O)N(C)N(C)c2ncccc21 (stereo not drawn) | -70.5
CCOC(=O)c1c(NC(=O)CCCl)sc(C(=O)OC)c1C | 26.1
O=C(O)c1ccc(/C=C/c2nc(O)c([N+](=O)[O-])c(=O)[nH]2)cc1 | -13.6
COc1ccccc1C1(NC(=O)C2CC(=O)N(Cc3ccccc3)C2)CCCC1 (stereo not drawn) | -12.5
COCCNC(=O)c1ccccc1NC(=O)c1ccco1 | 12.0
Cc1cccc(C(=O)Nc2ccc(NC(=O)c3ccco3)c(C)c2)c1 | -4.8
Clc1ccccc1CSc1nnc(COc2ccc(Br)cc2)o1 | -4.5
COC(=O)C1=C(C)NC2=C(C(=O)CC(c3ccc(OC)c(OC)c3)C2)C1c1ccc(O)cc1 (stereo not drawn) | 17.8
COc1cc(CC(=O)N2CCC(c3ccccc3F)CC2)cc(OC)c1OC | -19.1
CC(=O)Oc1ccccc1C(=O)NCCN1CCOCC1 | -5.7
COc1cc(C2/C(=C(/O)c3cc(C)ccc3C)C(=O)C(=O)N2CCN(C)C)ccc1O (stereo not drawn) | -1.4
CCOC(=O)c1cccc(NC(=O)CSc2nnnn2-c2ccc(OC)cc2)c1 | -18.2
O=C(Cc1ccccc1)NN1C(=O)/C(=C\c2ccco2)SC1=S | 14.9
Cc1nn(C)cc1C(=O)N[C@@H](C)Cn1nnc2ccccc21 | -13.8
COc1cc(OC)c2ccc(=O)oc2c1 | 0.6
Cc1c(Cl)cccc1S(=O)(=O)N1CCCC(c2nc(-c3cccs3)no2)C1 (stereo not drawn) | 17.1
O=C1NC(=O)C(Cc2ccc(Cl)cc2)S1 (stereo not drawn) | -5.3
COc1ccccc1NC(=O)Cc1csc(NC(=O)c2ccc(F)cc2)n1 | -65.5
OC(CN1CCC2(CC1)CC(O)c1ccccc1O2)c1ccc2ccccc2c1 (stereo not drawn) | -103.5
COc1ccc2cc(CN(Cc3nnnn3C3CCCCC3)C3CCCCC3)c(=O)[nH]c2c1 | 15.8
Cc1cc2ncn(CCC(=O)NCc3ccccc3)c2cc1C | -3.9
CCN(CC)c1ccc(CN2CCc3c(nc(C)[nH]c3=O)C2)cc1 | -17.3
CC(=O)c1cccc(NS(=O)(=O)c2ccc3c(c2)OCCO3)c1 | -82.0
COc1ccc(Cn2nnnc2CN(Cc2cc3cc(C)c(C)cc3[nH]c2=O)CC2CCCO2)cc1 (stereo not drawn) | 6.1
Cc1nc2c(C(=O)Nc3ccccc3)snc2c(=O)[nH]1 | -18.3
CC(=O)Nc1ccc(OCC(O)Cn2cnc3cc(C)c(C)cc32)cc1 (stereo not drawn) | -49.3
COc1ccc(NC(=O)C2CC(c3cccc(Br)c3)=NO2)cc1OC (stereo not drawn) | -144.9
O=C(Nc1ccc(Cl)c(Cl)c1)N1CCN(c2ncccn2)CC1 | -155.2

Compounds from the list above that contain an aryl thioether with sulfur outside any ring, in the order listed:
SMILES | EP2 mod
CCOc1ccc(NC(=O)CSc2nnc(-c3ccccc3C)o2)cc1 | 16.4
Cc1ccc(OCc2nnc(SCC(=O)Nc3ccccc3Br)n2C)cc1 | 9.1
O=C(CSc1ncc(-c2ccc(F)cc2)[nH]1)Nc1ccc2c(c1)OCO2 | -64.5
CCN(CC)S(=O)(=O)c1ccc(-c2nnc(SCC(=O)N3CCCC3)o2)cc1 | 0.5
COc1cc(OC)cc(-n2nnnc2SCC(=O)Nc2cccc(C)c2C)c1 | -14.8
O=C(CSc1nnc(-c2ccncc2)n1-c1ccc(Cl)cc1)Nc1cccc(O)c1 | -34.0
O=C(CSc1nccc(=O)[nH]1)Nc1ccccc1Br | -4.9
Cn1c(SCC(=O)NC2CCCCC2)nnc1-c1cc2ccccc2cc1O | -17.4
COc1ccccc1OCc1nnc(SCC(=O)Nc2cccc(Cl)c2C)n1C | 2.3
C=CCn1c(SCC(=O)Nc2cc(C)ccc2C)nc2sc(C)c(C)c2c1=O | -23.3
CC(C)(C)c1cc(C(F)(F)F)c(C#N)c(SCC(N)=O)n1 | -3.3
CCc1nc(SCC(=O)NCc2ccc(OC)cc2)c2c(C)c(C)sc2n1 | 0.7
Cc1cc2ccccc2n2c(SCC(=O)NNC(=O)c3ccc(Cl)cc3)nnc12 | -41.1
Clc1ccccc1CSc1nnc(COc2ccc(Br)cc2)o1 | -4.5
CCOC(=O)c1cccc(NC(=O)CSc2nnnn2-c2ccc(OC)cc2)c1 | -18.2

Assay outcomes from PubChem BioAssay.
